STK33 kinase inh: blocks human STK33 kinase activity; 0.073% of 320,000 active; inhibition, % at 10 µM; Q9BYT3; AID 2661; purified STK33, MBP phosphorylation, ADP-Glo luminescence;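 active means inhibition at or above 25%, using the most active replicate where run in duplicate; inactive means inhibition below 25%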
Target sequence (Q9BYT3 whole entry, looked up): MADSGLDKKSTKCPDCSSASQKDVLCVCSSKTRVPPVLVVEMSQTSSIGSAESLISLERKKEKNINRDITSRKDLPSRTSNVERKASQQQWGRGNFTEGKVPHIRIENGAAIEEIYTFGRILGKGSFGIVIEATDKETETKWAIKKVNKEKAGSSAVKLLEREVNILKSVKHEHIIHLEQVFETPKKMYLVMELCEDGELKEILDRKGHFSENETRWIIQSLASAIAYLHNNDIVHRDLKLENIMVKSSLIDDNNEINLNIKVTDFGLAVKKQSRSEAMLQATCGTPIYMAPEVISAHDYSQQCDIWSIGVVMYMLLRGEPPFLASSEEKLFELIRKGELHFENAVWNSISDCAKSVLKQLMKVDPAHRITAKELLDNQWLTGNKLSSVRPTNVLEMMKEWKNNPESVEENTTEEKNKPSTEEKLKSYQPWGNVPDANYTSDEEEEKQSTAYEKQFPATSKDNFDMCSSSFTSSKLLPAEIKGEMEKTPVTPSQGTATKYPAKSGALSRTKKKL
Kir21 inh: inhibitors of mouse Kir2.1 inward-rectifier potassium channel | 0.85% of 310,000 active | HEK293-Kir2.1, FluxOR thallium flux fluorescence; hits give low values | B-score at 10 µM;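 active means fluorescence ratio B-score at or below minus 3 SD of library scores, with starting-brightness B-score within 2 SD, cut at about -4.2 in these data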;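 further: channel flux triggered by added potassium and thallium sulfate stimulus; B-score of peak minus minimum fluorescence over baseline after thallium stimulus; more negative B-score means stronger Kir2.1 block with less thallium influx; some compounds called inactive have numbers as strong as hits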
Target sequence (P35561 whole entry, looked up): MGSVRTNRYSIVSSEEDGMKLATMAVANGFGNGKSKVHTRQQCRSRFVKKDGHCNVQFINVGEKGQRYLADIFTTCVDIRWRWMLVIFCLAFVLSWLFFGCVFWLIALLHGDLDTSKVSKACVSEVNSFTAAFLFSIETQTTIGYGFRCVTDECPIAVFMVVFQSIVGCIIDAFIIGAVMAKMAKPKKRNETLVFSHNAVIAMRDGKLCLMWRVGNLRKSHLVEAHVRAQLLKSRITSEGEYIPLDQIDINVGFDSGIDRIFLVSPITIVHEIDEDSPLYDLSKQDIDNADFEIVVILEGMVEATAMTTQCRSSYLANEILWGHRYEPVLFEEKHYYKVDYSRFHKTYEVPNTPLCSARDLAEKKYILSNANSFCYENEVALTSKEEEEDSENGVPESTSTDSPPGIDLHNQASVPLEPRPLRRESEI
KCNQ2 inh: KCNQ2 potassium channel inhibitors, primary screen, cell-based, CHO-K1, FluxOR thallium flux, B-score (AID 2156); 1.1% of 310,000 active; B-score at 10 µM; 20 min; hits give low values;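 active means fluorescence ratio B-score at most minus 3 library SDs, with starting brightness B-score within 2 library SDs, cut at about -5.5 in these data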
* hit, by the source's call; i = inactive; / = no result given.

nr | STK33 kinase inh | Kir21 inh | KCNQ2 inh | molecule
1 | -1.6 | -0.71 | i | CCCCOc1cccc(-c2cc(C(=O)NNC(=S)NCC)c3ccccc3n2)c1
2 | -1.6 | 2.2 | i | O=C(NCc1cccnc1)c1cccc(S(=O)(=O)N2CCOCC2)c1
3 | -1.3 | -0.25 | i | O=C(c1c(F)cccc1F)N(C1CCCCC1)C1CCCCC1
4 | -0.5 | -0.19 | i | O=c1[nH][nH]c(-c2ccccc2)c1C=Nc1ccc(OC(F)(F)F)cc1
5 | -0.4 | 0.16 | i | Cc1c(NC(=O)COc2cccc3c2OC(C)(C)C3)c(=O)n(-c2ccccc2)n1C
6 | 0.3 | -0.72 | i | O=C(CCc1ccncc1)N1CCCC(Nc2ccc(F)c(F)c2)C1 (stereo not given)
7 | -0.4 | -0.18 | i | c1ccc(OCc2nc(-c3ccccc3)no2)cc1
8 | -0.7 | -0.5 | i | CC(C)OC(=O)CC(=O)CSc1nc2c(cc1C#N)CCCCC2
9 | -0.5 | -1.8 | i | Cc1cc(Cl)ccc1C(=O)C1CCCN(C(=O)c2cnsn2)C1 (stereo not given)
10 | -1.0 | -0.01 | i | COc1cccc(C(=O)NCCS(=O)(=O)N2CCCC2)c1
11 | -1.2 | 0.88 | i | Cc1ccccc1-n1ccnc1SCC(=O)NCc1ccco1
12 | 0.1 | -1.8 | i | O=C(c1n[nH]c2ccccc12)N1CCCCC1
13 | 1.0 | -0.02 | i | C=CCn1cc(C(=O)NCc2cccnc2)c(=O)c2cc(S(=O)(=O)N(CC)CC)ccc21
14 | -0.3 | 0.6 | i | O=C(N/N=C/c1cccnc1)C1CCCCC1
15 | / | -0.02 | i | Cc1ccccc1Nc1sc(C(=O)Nc2cccc(Cl)c2)c(N)c1C(N)=O
16 | 0.1 | -0.45 | i | CCOc1ccc(CCNC(=O)COC(=O)c2sccc2C)cc1OCC
17 | -1.4 | -2.1 | i | COc1ccc(NC(=O)CCN2CCN(S(=O)(=O)c3ccc(Cl)cc3)CC2)cc1
18 | -1.0 | 0.89 | i | O=Cc1c(NCc2ccc(Cl)cc2)c2ccccc2[nH]c1=O
19 | -0.3 | -1.1 | i | COc1ccc(C2=NOC(C(=O)Nc3c(C)n(C)n(-c4ccccc4)c3=O)C2)cc1 (stereo not given)
20 | 0.7 | 0 | i | COc1c(C(CC(C)C)OC(C)=O)ccc2c1C(=O)OCc1cc(C)cc(O)c1O2 (stereo not given)
21 | 8.7 | 0.06 | i | NS(=O)(=O)c1ccc(-c2ccc(/C=N/Nc3ccc(C(=O)O)cc3)o2)cc1
22 | -1.6 | -1.1 | i | COc1nc(-c2ccccc2)cc(-c2ccccc2)n1
23 | -0.4 | 1.4 | -5.7* | CCOc1cc(NC(=S)Nc2ccccc2OC)c(OCC)cc1NC(=O)c1ccccc1C
24 | -1.4 | 0.14 | i | O=C(CN1C(=O)NC2(CCCC2)C1=O)OCc1ccc(Cl)c(Cl)c1
25 | -0.9 | 0.42 | i | CCN=C(NCC)SC1CC(=O)N(c2ccc(OCC)cc2)C1=O (stereo not given)
26 | 0.1 | 0.56 | i | CCOc1ccc(N2CC(C(=O)N3CCc4ccccc43)CC2=O)cc1 (stereo not given)
27 | -0.2 | 0.09 | i | CCN(CC)CCNC(=O)Cn1c(-c2ccccn2)nc2ccccc21
28 | -0.4 | 0.29 | i | COc1ccc(C)cc1NC(=O)COC(=O)Cc1ccc(-c2ccccc2)cc1
29 | -0.5 | 0.04 | i | O=C1COc2cc(ccc2[N+](=O)[O-])Oc2ccc(cc2Cl)C(=O)CCCCO1
30 | 1.1 | 0.19 | i | CCOc1ccc(CCNC(=O)COC(=O)c2c(C)nn(-c3ccccc3)c2C)cc1OCC
31 | -1.4 | -2.1 | i | CCN1CCN(c2cc(C)c3cc(NC(=O)CCC(=O)N4CCN(c5ccccc5OC)CC4)ccc3n2)CC1
32 | -0.4 | 0.03 | i | CCCC(=O)N=C1SC2CS(=O)(=O)CC2N1c1ccc(C(C)=O)cc1 (stereo not given)
33 | -0.5 | -0.22 | i | COc1ccc(CCNC(=O)CCC(=O)N2CCN(S(=O)(=O)c3ccc(Cl)cc3)CC2)cc1OC
34 | -0.5 | 0.87 | i | COc1ccc(Cc2nc(-c3ccccn3)no2)cc1OC
35 | 0.5 | 0.05 | i | O=C(NC1CCCC1)c1cc(COc2ccc3ncccc3c2)on1
36 | 4.6 | -1.1 | i | O=C1N=c2ccc(Br)cc2=C1c1sc(=S)n(NS(=O)(=O)c2ccccc2)c1O
37 | 15 | -1.2 | i | Cc1cc2n(n1)C(c1ccc(O)cc1)Nc1ccccc1-2 (stereo not given)
38 | 4.2 | -0.29 | -8.3* | COc1cc2[nH]c(=O)n(CCCCCC(=O)N3CCN(c4ccccc4)CC3)c(=O)c2cc1OC
39 | -1.0 | 1.5 | i | Cc1nc(Cl)c(C(=O)NC(=O)Nc2cccc(C(F)(F)F)c2)c(C)c1[N+](=O)[O-]
40 | -1.2 | 0.16 | i | O=C1N/C(=C/c2ccc(Br)s2)C(=O)N1c1ccccc1
41 | -0.2 | 1.7 | i | O=C(O)c1cc2nccc(-c3ccc(F)cc3)n2n1
42 | 0.2 | -2.2 | i | c1ccc(-c2cc(NCCN3CCCCC3)c3ccccc3n2)cc1
43 | 0.1 | 0.51 | i | COC(=O)[C@@H](NC(=O)Nc1ccc(C(C)=O)cc1)C(C)C
44 | -2.3 | -1.6 | i | CCOc1ccccc1N1CCN(C(=O)c2c(CC)noc2C)CC1
45 | -2.1 | 0.02 | i | Cc1nn(-c2ccccc2)c(C)c1/C=N/NC(=O)c1ccccc1NS(=O)(=O)c1cccs1
46 | -2.1 | 1 | i | COc1ccc(NC(=O)CS(=O)CC(=O)NCC2OCCc3ccccc32)cc1 (stereo not given)
47 | -0.1 | 0.45 | i | Cc1ccccc1Cn1c(=O)n(Cc2ccco2)c(=O)c2ccccc21
48 | -1.0 | 0.23 | i | O=C(CCN1C(=O)c2ccccc2C1=O)NCCCn1ccnc1
49 | -1.5 | 1.5 | i | CCOC(=O)C1=C(O)/C(=C/c2ccc(OCC(=O)O)c(OCC)c2)SC1=Nc1ccccc1
50 | -2.0 | 1.6 | i | O=C(c1ccc2c(c1)OCO2)N1CCN(S(=O)(=O)c2ccccc2)CC1
51 | -3.0 | -0.15 | i | COc1cccc(N2C(=NC(=O)CCc3ccccc3)SC3CS(=O)(=O)CC32)c1 (stereo not given)
52 | -1.0 | -0.98 | i | Cc1nc2sc(C(=O)OCC(=O)N3c4ccccc4CC3C)c(C)c2c(=O)[nH]1 (stereo not given)
53 | -0.2 | 0.99 | i | CC(=O)Nc1ccc(NC(=O)CCCSc2nc3ccccc3s2)cc1
54 | -0.7 | 0.32 | i | COc1ccc(C(=O)NCCCn2ccnc2)cc1[N+](=O)[O-]
55 | -1.0 | 0.75 | i | Cc1[nH]c(C)c(S(=O)(=O)N2CCCCC2C)c1C(=O)N1CCCC1 (stereo not given)
56 | / | 1.3 | i | O=C1c2ccccc2C(=O)N1C/C=C/CN1C(=O)c2ccccc2C1=O

Following part.
nr | STK33 kinase inh | Kir21 inh | KCNQ2 inh | molecule
57 | 0.3 | -0.99 | i | CC(C)C[C@H](NC(=O)c1nc[nH]c1C(=O)N1CCNCC1)C(=O)OC(C)(C)C
58 | -0.4 | -0.25 | i | CCOCCCn1c(=S)[nH]c2cc(C(=O)NCCc3ccc(OC)c(OC)c3)ccc2c1=O
59 | -0.4 | 0.72 | i | O=c1[nH]c(CCC2CCCC2)nc2ccccc12
60 | 0.2 | -0.38 | i | O=C(OCC#CCSc1nnc(-c2ccc([N+](=O)[O-])cc2)o1)c1cccs1
61 | -1.2 | 0.44 | -10* | COc1ccccc1S(=O)(=O)Cc1ccc(C(=O)N2CCN(c3cccc(Cl)c3)CC2)o1
62 | -0.2 | 0.18 | i | NC(=O)COC(=O)c1cccc(S(=O)(=O)N2CCN(c3ccccc3)CC2)c1
63 | -1.7 | 0.21 | i | Cc1ccc2[nH]cc(C(=O)CN3CCN(c4ccccn4)CC3)c2c1
64 | -0.6 | -0.08 | i | O=C(Nc1ccccc1Cl)c1cccc(NC(=O)C2CCCC2)c1
65 | 1.3 | 0.42 | i | COc1ccc2nc(Sc3c([N+](=O)[O-])nc(C)n3Cc3ccccc3)[nH]c2c1
66 | 0.7 | -0.02 | -6.7* | CCOC(=O)C1CCCN(C2=C(NS(=O)(=O)c3ccc(Br)cc3)C(=O)c3ccccc3C2=O)C1 (stereo not given)
67 | 0.0 | -0.01 | i | COc1ccc(Nc2nc(C)cc(C)c2C#N)cc1OC
68 | -0.5 | -0.91 | i | COc1ccc(C2C(C#N)=C(C)NC3=C2C(=O)c2ccccc23)cc1 (stereo not given)
69 | -0.6 | -1.1 | i | COc1ccccc1OCCN(C#N)c1nc(N(C)C)nc(N(C)C)n1
70 | 1.0 | 1.1 | i | O=C(COc1cc2oc(=O)cc(-c3ccccc3)c2cc1Cl)NCCN1CCOCC1
71 | -0.7 | 0.61 | i | COc1ccc(S(=O)(=O)N2CCCC(C(=O)NC3CC3)C2)cc1Cl (stereo not given)
72 | -0.3 | 0.14 | i | Cc1cc(C)nc(N/N=C2/CCSc3ccc(F)cc32)n1
73 | -0.5 | 1 | i | Cc1ccc(OC(C)C(=O)Nc2ccc3c(c2)n(C)c(=O)n3C)cc1C (stereo not given)
74 | -0.9 | -0.48 | i | COc1ccc(N2CCN(C(CNC(=O)C(=O)NCC3CCCO3)c3ccco3)CC2)cc1 (stereo not given)
75 | 0.4 | -0.36 | i | Cc1ccc(Cl)cc1NC(=O)N[C@@H](CC(C)C)C(=O)O
76 | 1.0 | -2.4 | i | CN(Cc1ccccc1F)c1nc(-c2cccnc2)nc2ccccc12
77 | -1.4 | 0.2 | i | O=C1CN(C(=O)c2cccc(F)c2)C(c2ccc(F)cc2)c2cc(F)ccc2N1 (stereo not given)
78 | -2.0 | -0.38 | i | CSCCC(NC(=O)c1ccccc1)C(=O)NC1CCCC1 (stereo not given)
79 | -1.1 | 0.05 | i | Cc1cc(C(=O)Nc2ccc3c(c2)OCO3)cs1
80 | 0.6 | 0.12 | i | NC(=O)CC(NC(=O)Cc1ccc(Cl)cc1)c1ccc(NC2CCCCCC2)c([N+](=O)[O-])c1 (stereo not given)
81 | -0.8 | -0.73 | i | ClC(Cl)(Cl)c1nc(N/N=C/c2ccncc2)c2ccccc2n1
82 | -1.0 | -0.5 | i | O=C(Nc1ccccc1Cl)c1ccccc1
83 | -8.7 | -2.2 | -6.7* | C=CCN1C(=S)CC(c2ccccc2)=Nc2ccccc21
84 | 0.8 | -1.2 | i | COc1ccc(NC(=O)C2=C(C)C(=O)OC23CCC(C)CC3)c(OC)c1 (stereo not given)
85 | 0.7 | 1.2 | i | CCOC(=O)c1cnc2c(-c3ccc(Cl)cc3)cnn2c1C
86 | -0.7 | 0.17 | i | CC(=O)N1N=C(c2ccc(Cl)cc2)CC1c1ccc([N+](=O)[O-])cc1 (stereo not given)
87 | -1.5 | -3.1 | i | Cc1ccc(Nc2nc(-c3c(C)n(C)n(-c4ccccc4)c3=O)c(C)s2)cc1
88 | -1.8 | 0.13 | i | COc1ccc(NC(=O)Cn2c(CCC(=O)O)ccc2-c2ccc(C)cc2)cc1
89 | -1.2 | 0.04 | i | CC(NC(=O)C1c2ccccc2Oc2ccccc21)C1CCCO1 (stereo not given)
90 | -1.9 | -1.5 | i | CCOc1ccccc1NC(=O)C(Sc1nnnn1C)c1ccccc1 (stereo not given)
91 | -1.3 | 0.03 | i | CN1CCN(C(=O)c2cc(Oc3c(F)c(F)c(F)c(F)c3F)cc(C(=O)N3CCN(C)CC3)c2)CC1
92 | -1.1 | -1.6 | i | O=C(CSc1ccccc1)Nc1cc(S(=O)(=O)N2CCOCC2)ccc1N1CCOCC1
93 | 0.7 | -0.05 | i | CCOC(=O)C1=C(COc2ccccc2)NC(=O)NC1c1cccc([N+](=O)[O-])c1 (stereo not given)
94 | 1.2 | -0.48 | i | Cc1c(Cl)cccc1NC(=S)N/N=C/c1ccccc1Cl
95 | -2.7 | -1.7 | i | CCOC(=O)Oc1ccc2oc(C)c(C(=O)OCCOC)c2c1
96 | 3.1 | 1.9 | i | CCN1CCN(S(=O)(=O)c2c(C)[nH]c(C)c2C(=O)N2CCCCC2)CC1
97 | -0.1 | -0.54 | i | CC(C)(C)c1ccc(-c2cnco2)cc1
98 | -3.3 | 0.12 | i | O=C(CSc1nnc2scc(-c3ccccc3)n12)Nc1ccc2c(c1)OCCO2
99 | -0.7 | -1.2 | i | Cc1nnc2n(Cc3ccccc3)c(=O)c3c4c(sc3n12)COC(C)(C)C4
100 | 0.9 | 0.08 | i | Cc1ccc2[nH]c(=O)c(CN(CCCN(C)C)C(=O)Nc3ccc(Cl)cc3)cc2c1
101 | -1.6 | -0.89 | i | Nn1c(SCC(=O)NNC(=O)c2ccccc2)nnc1-c1ccccc1F
102 | 6.6 | -1.9 | i | CCCCC(=O)Nc1ccc(Br)cn1
103 | / | -0.38 | i | Clc1ccccc1OCCn1cnc2ccccc21
104 | 0.1 | -0.22 | i | COc1ccc(NC2CCCN(C(=O)CCc3scnc3C)C2)cc1 (stereo not given)
105 | -2.1 | 0.76 | i | CCCCc1cc(=O)oc2cc(OCC(=O)Nc3cccnc3)c(Cl)cc12

Screening results (PubChem BioAssay)
